MgcRacGAP inhibition = MgcRacGAP GTPase-activating activity inhibitors, confirmation, biochemical, ADP Hunter fluorescence. MgcRacGAP-stimulated Rac1 GTP hydrolysis, ADP Hunter fluorescence; higher % means a stronger effect; GST-tagged Rac1 F28L mutant substrate. inhibition, % at 30 µM, or IC50 in µM where a hit was titrated. 0.6% of 340,000 active;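 active means first-screen hits whose inhibition reached a set limit at any dose in the follow-up dose series; inconclusive means inhibition above the set first-screen limit but never retested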;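 further: fluorescence reports GDP produced by GAP-driven GTP hydrolysis; strong numbers were not always called active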
Myeloid diff MLP = myeloid differentiation induction. calls only at 10 µM. AID 624256. 1% of 360,000 active. ER-HoxA9 myeloid progenitors, lysozyme-GFP differentiation, flow cytometry;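 active means normalized GFP-positive differentiation at or above the plate's own cutoff, the solvent-only control mean plus 3 SD; inconclusive means no clear call, values can overlap the other calls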;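 further: cells exposed to compound for four days before flow analysis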
Myeloid diff MLP GFP+ MAC1+ % = further read-out of Myeloid diff MLP, marked with its call; GFP+ MAC1+ double positive, %; measured here: differentiation confirmed by MAC1 staining
The depositor's hits bear a star; i = inactive; u = inconclusive; x = not tested or not shown.

Each structure is followed by: MgcRacGAP inhibition | Myeloid diff MLP | Myeloid diff MLP GFP+ MAC1+ %
1. O=c1n(Cc2ccccc2)c(O)c2n1Cc1ccccc1N=C2c1ccccc1
    x | i | 0.8
2. Cn1nc(C2CC2)cc1NC(=O)C1(C)CCN1C(=O)CC(c1ccccc1)c1ccccc1 (stereo not drawn)
    x | i | 1.1
3. CC(C)Oc1ccc(CN2CCC2(C)C(=O)Nc2ccc(Cl)c(Cl)c2)cc1 (stereo not drawn)
    x | i | 1.0
4. CN1C(=O)[C@@](O)(CC(=O)c2ccccc2)c2cc(Br)ccc21
    x | i | 3.6
5. CCC(CC)C(=O)N(C)c1c(C)nc2c(OCC=C(C)C)cccn12
    x | i | 0.6
6. COc1ccc(C(C)(O)c2nc(-c3ccc(S(C)(=O)=O)cc3)cs2)cc1 (stereo not drawn)
    x | i | 0.9
7. CCOC(=O)[C@]12CCC=C1N(Cc1ccccc1)C(=O)[C@H](CC(=O)N1CCSCC1)C2
    x | i | 0.8
8. Cc1cnc(CNC(=O)c2csc(COCCO)n2)cn1
    x | i | 0.0
9. CS(=O)(=O)Nc1cccc(NC(=O)c2ccc(-c3ccc(F)c(F)c3)c3ccoc23)c1
    x | i | 0.4
10. CCCCCCCCN1C(=O)[C@H](CC(=O)NCCC(C)C)C[C@@]2(C(=O)OC)CC(C)(C)CC=C12
    x | i | 3.0
11. O=C1NC[C@H](CCCCN2C[C@H](Cc3ccc(O)cc3)N(CC3CCCCC3)C(=O)C2=O)N(Cc2ccccc2)C1=O
    x | i | 1.5
12. Cc1nc(C(F)(F)F)ccc1C(=O)N1CCC1(C)C(=O)NCc1cccs1 (stereo not drawn)
    x | i | 0.8
13. Cc1ccc(-c2nc3ccc(Cl)cn3c2CC2CCCCC2)cc1
    x | i | 0.5
14. COc1cccc(C(O)c2nc(-c3ccc(F)c(Cl)c3)cs2)c1 (stereo not drawn)
    x | i | 0.7
15. COc1ccc(-n2nnnc2C(c2cccs2)N2CCN(C/C=C/c3ccccc3)CC2)cc1 (stereo not drawn)
    x | i | 1.5
16. CCc1nc2ccc(C(=O)NC3CCN(C)CC3)cn2c1N(C)CCC(C)C
    x | i | 2.2
17. CCC(C)[C@H]1CNC(=O)C(=O)N1CC1CCCCC1 (stereo partly drawn)
    x | i | 0.2
18. Nc1ccn([C@@H]2O[C@H](C(=O)NCc3ccc4c(c3)OCO4)[C@@H](O)[C@H]2O)c(=O)n1
    x | i | 0.3
19. CC(C)C(=O)N1CCC1(C)C(=O)Nc1nc2ccccc2[nH]1 (stereo not drawn)
    x | i | 0.7
20. O=C(NCc1cc(Cl)cc(Cl)c1)c1ccc2sc([C@@H]3O[C@H](CO)[C@H](O)[C@H](O)[C@H]3O)nc2c1
    x | i | 0.3

Carrying on.
Each structure is followed by: MgcRacGAP inhibition | Myeloid diff MLP | Myeloid diff MLP GFP+ MAC1+ %
21. c1ccc2c(c1)oc1c(-c3cccc4nccn34)cccc12
    x | i | 0.8
22. O=C(Nc1ccc(OCCO)cc1)c1csc([C@@H]2O[C@H](CO)[C@H](O)[C@H](O)[C@H]2O)n1
    x | i | 0.4
23. O=C(C(=O)N1CCN(c2ccccc2)CC1)c1cccc(Br)c1
    x | i | 1.1
24. COc1ccc(NC(=O)c2cc(C3CCCCN3C(=O)c3ccc(NC(C)=O)cc3)on2)c(C)c1 (stereo not drawn)
    x | u | x
25. O=C(C(O)c1ccccc1)N1CCN(S(=O)(=O)c2ccc(OC(F)(F)F)cc2)CC1 (stereo not drawn)
    x | i | 2.2
26. Cc1c(C(=O)NCc2ccc(C(C)C)cc2)sc(=O)n1Cc1cccc(F)c1
    x | i | 1.8
27. CC(C)c1ccc(Nc2ncc3c(n2)CCN(C(=O)NC2CCCCC2)C3)cc1
    x | i | 0.7
28. c1cc(-c2ccoc2)n2ccnc2c1
    x | i | 0.6
29. CC(=O)Oc1ccccc1Cn1c(C)c(C(=O)NCc2ccc(Cl)c(Cl)c2)sc1=O
    x | i | 1.8
30. Cc1ccc2c(NCc3ccco3)nc(NC(C)C)nc2c1
    x | i | 1.7
31. CC1(C(=O)Nc2cccc(Oc3ccccc3)c2)Cc2c(-c3ccccc3)ccnc2O1 (stereo not drawn)
    x | i | 0.8
32. CCNC(=O)C1CCCN(C(=O)C(c2ccccc2)c2ccccc2)CC1 (stereo not drawn)
    x | i | 1.1
33. COc1ccc(C(C)(NC(C)=O)c2nc(/C=C/c3ccccc3)cs2)cc1 (stereo not drawn)
    x | i | 0.4
34. OC[C@@H]1CN(Cc2ccco2)C[C@H](n2cnc3c(NC4CCCC4)ncnc32)O1
    x | i | 2.3
35. CC1=C(C(=O)N2CCCCCC2)CC(CC(=O)NCCCN(C)C)C(=O)N1CCCN1CCCC1=O (stereo not drawn)
    x | i | 1.4
36. COc1ccccc1-c1cncc(NC(C)=O)n1
    x | i | 1.1
37. COc1ccc(NC(=O)C2(C)CCN2Cc2cccc(OC)c2OC)cc1OC (stereo not drawn)
    x | i | 0.2
38. CCOC(=O)[C@]12CCCC=C1N(Cc1ccc3c(c1)OCO3)C(=O)[C@H](CC(=O)NCCCOC)C2
    x | i | 2.1
39. O=c1[nH]c(=S)[nH]c2c1C(c1ccc(Cl)cc1)OC(CCc1ccccc1)C2 (stereo not drawn)
    x | i | 0.2
40. O=C(Nc1cccc2ccccc12)c1csc([C@@H]2C[C@H](O)[C@@H](CO)O2)n1
    x | i | 1.1

(continued)
Each structure is followed by: MgcRacGAP inhibition | Myeloid diff MLP | Myeloid diff MLP GFP+ MAC1+ %
41. O=C(Nc1ccc2c(c1)OCO2)C1Cc2c(-c3ccncc3)ccnc2O1 (stereo not drawn)
    x | i | 0.9
42. COc1ccc(CN2C(=O)c3ccccc3C2c2nnnn2C(C)C)cc1 (stereo not drawn)
    x | i | 0.7
43. CCCNC(=O)C1(C)CCCN(Cc2cccs2)C1 (stereo not drawn)
    x | i | 0.4
44. FC(F)(F)c1cc(Cl)c2nc(-c3ccco3)c(Cc3ccccc3C(F)(F)F)n2c1
    x | i | 0.7
45. CCCC(=O)N1CCCC1(C)C(=O)NCc1c(F)ccc(C)c1F (stereo not drawn)
    x | i | 1.3
46. COCCN(CCOC)Cc1cc(=O)oc2cc(C)c(C)cc12
    x | i | 0.2
47. Cc1ccc(-c2nc3cc(C)c(Br)c(C)n3c2Cc2cccc(F)c2)cc1
    x | i | 1.0
48. O=C(Nc1cccc2c1CCCC2)c1cc(C2CCCCN2C(=O)OCCF)on1 (stereo not drawn)
    x | i | 0.5
49. CC(=O)Nc1cc(-c2ccc(C(=O)N3CCOCC3)cc2)cn2c(-c3ccc(F)c(Cl)c3)cnc12
    x | i | 1.3
50. CNc1cncc(-c2ccc(F)cc2F)n1
    x | i | 0.8
51. COCCNC(=O)C1(C)CCN(Cc2ccc3ccccc3c2Br)C1 (stereo not drawn)
    x | u | x
52. Cc1ccc(Cc2c(-c3ccccc3)nc3c(Cl)cc(C(F)(F)F)cn23)cc1
    x | i | 0.9
53. COc1ccc(CC(N)c2csc(NC(=O)Nc3ccccc3C(C)C)n2)cc1 (stereo not drawn)
    x | i | 0.3
54. CN(C)CCNc1ccc2ncn3c4ccc(O)cc4c(=O)c1c23
    47µM* | x | x
55. COCC(=O)Oc1cc(-c2ccc(C)cc2C)c(OC(=O)COC)c(-c2ccc(C)cc2C)c1
    10% | x | x
56. C=C1C(=O)C23CCC4C(C)(C(=O)OC)CCCC4(C)C2CCC1(O)C3 (stereo not drawn)
    6% | x | x
57. COc1cc(C2c3cc4c(cc3C3OC(=O)C2C3CO)OCO4)cc(OC)c1OC (stereo not drawn)
    5% | x | x
58. Cc1ccc(C2NC(=O)c3ccccc3N2)c(C)c1 (stereo not drawn)
    0% | x | x
59. COc1cc(C2C3=C(COC3=O)Oc3cc4c(cc32)OCO4)ccc1O (stereo not drawn)
    8% | x | x
60. CCOC(=O)CC(S(=O)(=O)c1ccccc1)S(=O)(=O)c1ccccc1
    2% | x | x

(next part)
Each structure is followed by: MgcRacGAP inhibition | Myeloid diff MLP | Myeloid diff MLP GFP+ MAC1+ %
61. CC(C)(C)C(=O)Nc1cccc(-c2ccc[nH]2)n1
    6% | x | x
62. Oc1[nH]c2ccccc2c1N=Nc1c(F)c(F)c(F)c(F)c1F
    5% | x | x
63. COc1cc(CCNC2=CC(=O)c3ncccc3C2=O)ccc1O
    62µM* | x | x
64. Oc1ccc2ccccc2c1/C=C/c1ccc2c(Br)cc(Br)c(O)c2n1
    5% | x | x
65. Cc1cc(=O)n2c3c(c4c(cc13)c(CN(C)C)cc(=O)n4C)OC2
    17% | x | x
66. CCc1nc(N)nc(N)c1-c1ccc(N(C)Cc2ccccc2)c([N+](=O)[O-])c1
    8% | x | x
67. O=C(/C=C/c1ccccc1)CCN1CCOCC1
    -3% | x | x
68. CC1C=CC=CC=CC=CC=CC=CC=CC(OC2OC(C)C(O)C(N)C2O)CC2OC(O)(CC(O)CC(O)C(O)CCC(O)CC(O)CC(=O)OC(C)C(C)C1O)CC(O)C2C(=O)O (stereo not drawn)
    u | x | x
69. O=C1NC(c2cccc(OCc3ccccc3)c2)Nc2ccccc21 (stereo not drawn)
    5% | x | x
70. Nc1[nH]c(=O)nc2snnc12
    0% | x | x
71. O=C1Cc2c([nH]c3ccc(Br)cc23)-c2ccccc2N1
    -5% | x | x
72. Cc1cccc(-n2cnc3cc(C(=O)NCCN4CCOCC4)ccc32)c1
    -1% | x | x
73. Cc1nc(Nc2ccc(Cl)c(Cl)c2)sc1C(/C=C/c1ccc2c(c1)OCO2)=NNc1ccc([N+](=O)[O-])cc1[N+](=O)[O-]
    2% | x | x
74. COc1cc(/C=C/C=C2/CC/C(=C/C=C/c3ccc(O)c(OC)c3)C2=O)ccc1O
    99µM* | x | x
75. COC1C=COC2(C)Oc3c(C)c(O)c4c(O)c(c(CN5CCN(C)CC5)c(O)c4c3C2=O)NC(=O)C(C)=CC=CC(C)C(O)C(C)C(O)C(C)C(OC(C)=O)C1C (stereo not drawn)
    0% | x | x
76. COc1cc2c(c(OC)c1OC)-c1ccc(SC)c(=O)cc1C(NC(=O)c1ccccc1)CC2 (stereo not drawn)
    6% | x | x
77. O=C1C=CC(n2cc(F)c(=O)[nH]c2=O)O1 (stereo not drawn)
    12% | x | x
78. CC(C)=NNc1ncnc2nc[nH]c12
    -2% | x | x
79. CC(=NNC(=S)N1CCN(c2ccccn2)CC1)c1ccccn1
    16% | x | x
80. CN(Cc1cnc2nc(N)nc(N)c2n1)c1ccc(C(=O)NC(CCC(=O)O)C(=O)O)cc1C(F)(F)F (stereo not drawn)
    -1% | x | x
81. Cc1cc(OCc2nc(N)nc(N)c2-c2ccc(Cl)c(Cl)c2)ccc1[N+](=O)[O-]
    0% | x | x
82. N#CC1C=Cc2c(ccc3ccccc23)N1C(=O)c1ccccc1 (stereo not drawn)
    7% | x | x

Sorted by molar mass (smallest number first): part of the list above.
Each structure is followed by: MgcRacGAP inhibition | Myeloid diff MLP | Myeloid diff MLP GFP+ MAC1+ %
17. CCC(C)[C@H]1CNC(=O)C(=O)N1CC1CCCCC1 (stereo partly drawn)
    x | i | 0.2
19. CC(C)C(=O)N1CCC1(C)C(=O)Nc1nc2ccccc2[nH]1 (stereo not drawn)
    x | i | 0.7
82. N#CC1C=Cc2c(ccc3ccccc23)N1C(=O)c1ccccc1 (stereo not drawn)
    7% | x | x
71. O=C1Cc2c([nH]c3ccc(Br)cc23)-c2ccccc2N1
    -5% | x | x
13. Cc1ccc(-c2nc3ccc(Cl)cn3c2CC2CCCCC2)cc1
    x | i | 0.5
79. CC(=NNC(=S)N1CCN(c2ccccn2)CC1)c1ccccn1
    16% | x | x
5. CCC(CC)C(=O)N(C)c1c(C)nc2c(OCC=C(C)C)cccn12
    x | i | 0.6
42. COc1ccc(CN2C(=O)c3ccccc3C2c2nnnn2C(C)C)cc1 (stereo not drawn)
    x | i | 0.7
72. Cc1cccc(-n2cnc3cc(C(=O)NCCN4CCOCC4)ccc32)c1
    -1% | x | x
40. O=C(Nc1cccc2ccccc12)c1csc([C@@H]2C[C@H](O)[C@@H](CO)O2)n1
    x | i | 1.1
60. CCOC(=O)CC(S(=O)(=O)c1ccccc1)S(=O)(=O)c1ccccc1
    2% | x | x
16. CCc1nc2ccc(C(=O)NC3CCN(C)CC3)cn2c1N(C)CCC(C)C
    x | i | 2.2
18. Nc1ccn([C@@H]2O[C@H](C(=O)NCc3ccc4c(c3)OCO4)[C@@H](O)[C@H]2O)c(=O)n1
    x | i | 0.3
27. CC(C)c1ccc(Nc2ncc3c(n2)CCN(C(=O)NC2CCCCC2)C3)cc1
    x | i | 0.7
12. Cc1nc(C(F)(F)F)ccc1C(=O)N1CCC1(C)C(=O)NCc1cccs1 (stereo not drawn)
    x | i | 0.8
26. Cc1c(C(=O)NCc2ccc(C(C)C)cc2)sc(=O)n1Cc1cccc(F)c1
    x | i | 1.8
52. Cc1ccc(Cc2c(-c3ccccc3)nc3c(Cl)cc(C(F)(F)F)cn23)cc1
    x | i | 0.9
31. CC1(C(=O)Nc2cccc(Oc3ccccc3)c2)Cc2c(-c3ccccc3)ccnc2O1 (stereo not drawn)
    x | i | 0.8
7. CCOC(=O)[C@]12CCC=C1N(Cc1ccccc1)C(=O)[C@H](CC(=O)N1CCSCC1)C2
    x | i | 0.8
29. CC(=O)Oc1ccccc1Cn1c(C)c(C(=O)NCc2ccc(Cl)c(Cl)c2)sc1=O
    x | i | 1.8
15. COc1ccc(-n2nnnc2C(c2cccs2)N2CCN(C/C=C/c3ccccc3)CC2)cc1 (stereo not drawn)
    x | i | 1.5
10. CCCCCCCCN1C(=O)[C@H](CC(=O)NCCC(C)C)C[C@@]2(C(=O)OC)CC(C)(C)CC=C12
    x | i | 3.0
20. O=C(NCc1cc(Cl)cc(Cl)c1)c1ccc2sc([C@@H]3O[C@H](CO)[C@H](O)[C@H](O)[C@H]3O)nc2c1
    x | i | 0.3

Not all compounds are listed. The share of hits here may be higher or lower than overall.
